Screening results from PubChem BioAssay.
FAS-TE inh = FAS thioesterase domain inhibitors, primary screen, biochemical, fluorescence intensity, uHTS. Fatty acid synthase (Homo sapiens), P49327. recombinant FAS-TE, OMFH fluorogenic substrate, fluorescence endpoint. inhibition, % at 15 µM. actives 0.67% (n = 360,000);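 active = compounds whose normalised, plate-corrected inhibition of enzyme fluorescence in the single-dose primary screen is 50% or more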;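 note: 0% = DMSO with enzyme and 100% = substrate without enzyme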
Rin1 Abl inh = inhibitors of Rin1-Abl protein binding, primary screen, biochemical, TR-FRET; Tyrosine-protein kinase ABL1 (Homo sapiens) + Ras and Rab interactor 1 (Homo sapiens), …; inhibition, % at 7.35 µM; actives 0.4% (n = 360,000); in the data active = inhibition above about 5%, passing the limit was not always enough
eLon inh = inhibitors of E. coli Lon protease, primary screen, biochemical, fluorescence polarization. P0A9M0. purified E. coli Lon protease. inhibition, % at 7.94 µM. actives 0.42% (n = 360,000). AID 602123, 2011; in the data active = inhibition above about 13%, passing the limit was not always enough;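 note: 0% = enzyme with probe and DMSO and 100% = no enzyme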
MLLE-PAM2 inh = inhibitors of PABP1 MLLE–PAM2 peptide binding, primary screen, biochemical, fluorescence polarization, FITC-PAM2, GST-MLLE | inhibition, % at 20 µM | actives 0.36% (n = 360,000); in the data active = inhibition above about 35%, passing the limit was not always enough;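 note: plate controls were DMSO wells with GST-MLLE for no effect and wells lacking GST-MLLE protein for full effect; some results filed as inactive read as strong as hits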
Tb MetRS inh = T. brucei MetRS inhibitors, primary screen, biochemical, luminescence; methionyl-tRNA synthetase (Trypanosoma brucei brucei); inhibition, % at 11.9 µM; actives 0.4% (n = 360,000); purified T. brucei MetRS, ATP depletion, Kinase-Glo luminescence; AID 624268, 2012;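 active = inhibition above a per-plate cutoff of the control wells' mean inhibition plus 3 SD, cut at about 5.5% in these data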;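 note: 0% = DMSO wells median and 100% = median of wells with control inhibitor compound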
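Test system: purified T. brucei MetRS enzyme. Also added: ATP, methionine and E. coli bulk tRNA substrates. Compound: 11.9 µM single point. Schedule: 15 min enzyme-compound preincubation, 2 h reaction, 10 min detection, 25 °C. Signal: luciferase luminescence of residual ATP, Kinase-Glo. Evaluation: percent inhibition versus plate control medians. Controls: DMSO wells, low control.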
Neddyl block = inhibitors of cullin neddylation, primary screen, biochemical, TR-FRET, uHTS, NAE and Ubc12; NEDD8-conjugating enzyme Ubc12 (Homo sapiens) + NEDD8-activating enzyme E1 regulatory …; calls only at 25 µM; actives 0.58% (n = 360,000); AID 651699, 2012; in the data active = inhibition above about 36%
Target sequence (P61081 whole entry, looked up): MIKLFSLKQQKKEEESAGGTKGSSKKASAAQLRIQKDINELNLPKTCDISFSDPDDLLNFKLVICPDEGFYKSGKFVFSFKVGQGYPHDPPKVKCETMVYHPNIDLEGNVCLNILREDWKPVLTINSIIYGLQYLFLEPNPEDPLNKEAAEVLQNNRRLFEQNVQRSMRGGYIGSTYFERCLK
Target sequence (Q13564 whole entry, looked up): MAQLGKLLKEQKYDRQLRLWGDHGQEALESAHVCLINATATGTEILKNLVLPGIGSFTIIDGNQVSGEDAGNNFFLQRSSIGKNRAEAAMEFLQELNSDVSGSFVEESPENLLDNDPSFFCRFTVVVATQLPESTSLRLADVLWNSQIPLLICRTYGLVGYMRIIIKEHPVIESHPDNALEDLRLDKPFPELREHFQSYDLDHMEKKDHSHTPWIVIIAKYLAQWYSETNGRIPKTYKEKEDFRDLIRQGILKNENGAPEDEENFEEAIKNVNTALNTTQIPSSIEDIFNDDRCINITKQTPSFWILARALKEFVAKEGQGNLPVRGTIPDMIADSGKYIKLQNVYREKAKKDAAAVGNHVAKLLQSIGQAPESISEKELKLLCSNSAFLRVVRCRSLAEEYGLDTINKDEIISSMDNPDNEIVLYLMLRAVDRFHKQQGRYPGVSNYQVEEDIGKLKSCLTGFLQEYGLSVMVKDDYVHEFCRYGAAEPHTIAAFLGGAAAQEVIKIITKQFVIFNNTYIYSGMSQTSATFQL
CSN inh = inhibitors of CSN-mediated cullin deneddylation, primary screen, biochemical, fluorescence polarization, uHTS; COP9 signalosome complex subunit 5 (Homo sapiens), Q92905; Purified CSN, SCF-Nedd8-OG deneddylation; inhibition, % at 12.5 µM; actives 0.38% (n = 360,000); AID 651999, 2013;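 active = pattern-corrected inhibition above about 35%, with an unprinted fluorescence ratio check between 0.5 and 1.5, limit read from the data, passing the limit was not always enough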;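 note: 0% = enzyme with substrate and 100% = substrate without enzyme; some results filed as inactive read as strong as hits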
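assay system = purified human Csn5 enzyme expressed in HEK293T cells | amount = 0.24 nM enzyme | buffer or medium = Tris/NaCl/DTT buffer, pH 7.5 | reagent = 10 nM SCFSkp2-Nedd8OG | compound = one concentration, 12.5 µM, 0.25% DMSO | times = 90 min reaction at room temperature | signal = FP | read-out basis = % inhibition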
bovine MsrA act = bovine MsrA enzyme activators, primary screen, biochemical, absorbance, HTS; purified bovine MsrA, absorbance read-out; actives 0.3% (n = 360,000); activation, % at 10.6 µM; AID 602163, 2012; in the data active = activation above about 7.5%;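 note: 0% = vehicle and 100% = reference activator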
MsrA inh = bovine MsrA enzyme inhibitors, primary screen, biochemical, absorbance, HTS; inhibition, % at 15.5 µM; purified bovine MsrA, absorbance read-out; actives 0.75% (n = 360,000); Methionine sulfoxide reductase A (Bos taurus); in the data active = inhibition above about 4.5%;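 note: 0% = vehicle wells with enzyme and 100% = reference inhibitor wells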
* = called active by the depositor; i = inactive; / = no result given; + = active, no number.

SMILES	FAS-TE inh	Rin1 Abl inh	eLon inh	MLLE-PAM2 inh	Tb MetRS inh	Neddyl block	CSN inh	bovine MsrA act	MsrA inh
CN(C(=O)COC(=O)/C=C/c1ccc(F)cc1)c1c(N)n(Cc2ccccc2)c(=O)[nH]c1=O	-4	0	6	1	-0.4	i	-1	-2	-0.1
Cc1ccc2c(n1)CC(C)(C)CC2=O	-4	0	2	7	0.5	i	3	-2	0.7
Cc1cc(C)cc(C(=O)NCCCc2ccccc2)c1	6	0	-5	-3	0.1	i	0	-2	2.1
CCOC(=O)c1c(NC(=O)COc2ccccc2OCC)sc2c1CC(C)(C)NC2(C)C	0	0	-1	-102	0.0	i	5	-1	/
O=C1COc2ccc(C(=O)COC(=O)c3cccnc3Cl)cc2N1	0	0	4	3	-1.0	i	10	-7	-0.8
COc1ccc(CCN2C(=O)NC(NS(=O)(=O)c3ccccc3)(C(F)(F)F)C2=O)cc1OC (configuration not stated)	-1	-2	-3	3	0.3	i	-1	-3	-0.5
CC(=O)c1sc2c(c1OC(=O)c1ccc(Cl)cc1)c(=O)n(-c1ccccc1)c(=S)n2-c1ccccc1	40	-4	6	-15	-0.1	i	-5	-3	-0.7
CC(=O)NC(NC(C)=O)c1cccc(OCc2ccccc2)c1	-10	-2	-2	7	-0.3	i	-8	-6	0.2
NC(=O)NC(=O)Nc1ccccc1Cl	-6	1	-2	-11	0.5	i	0	-3	0.8
CCCc1cc(=O)[nH]c(SCC(=O)C(C)(C)C)n1	-7	0	-3	14	-0.1	i	-1	-2	0.0
O=C(Nc1ccc2oc(=O)ccc2c1)c1ccccc1[N+](=O)[O-]	-6	1	-3	3	-0.6	i	-1	-5	-0.5
O=C1CCN(CCCc2ccccc2)CCN1CCO	-5	5	1	10	-0.3	i	1	-5	-0.1
CCC(CC)=NNc1cccc([N+](=O)[O-])c1	-1	0	-4	13	0.1	i	3	-4	0.0
COc1ccc(NS(=O)(=O)c2cccc(C(=O)NCC(c3cccs3)N3CCOCC3)c2)cc1 (configuration not stated)	-1	-1	-7	4	-0.3	i	-2	-2	-0.8
CCOC(=O)CNC(=O)c1sc(NC(=O)c2cccc(F)c2)nc1C	-7	0	1	11	-0.4	i	-4	-3	2.0
CCOCCCNC(=O)C(=O)NCCCOCC	-8	0	3	7	-0.6	i	0	-7	-0.8
Cc1ccc(-n2c(Cn3ncc4ccccc4c3=O)n[nH]c2=S)cc1	-6	-3	7	0	1.0	i	2	3	-0.7
O=C(NCCc1ccccc1)c1ccc(CS(=O)Cc2cccc(Cl)c2)o1 (configuration not stated)	-1	-1	-2	-9	-0.1	i	2	-2	-1.0
Cc1cc(NC(=O)Cn2c(=O)n(Cc3ccccc3)c(=O)c3ccccc32)no1	-1	-3	0	7	0.4	i	3	0	-0.3
Cc1ccc(-n2cc(CNC(C)c3cnn(C)c3)c(-c3ccc(F)cc3)n2)cc1 (configuration not stated)	1	3	5	5	0.1	i	-2	-4	-0.7
Cc1sc(N2C(=O)C3C4C=CC(C4)C3C2=O)c(C#N)c1C (configuration not stated)	-8	-1	-10	11	-0.6	i	-14	-5	-1.1
CCOCCCNCc1ccc(OCc2ccccc2Cl)cc1	-11	-1	0	4	0.2	i	-10	-1	0.1
Cc1cc2occ(CC(=O)NNC(=O)c3ccccc3)c2cc1C	0	-3	-12	-11	-0.2	i	-2	0	-0.1
CC(=O)N/C(N)=N/c1nc2cc(C)ccc2o1	-2	-3	-1	5	-0.5	i	-1	-1	-0.2

Compound profiles, as listed above. Order of values: FAS-TE inh | Rin1 Abl inh | eLon inh | MLLE-PAM2 inh | Tb MetRS inh | Neddyl block | CSN inh | bovine MsrA act | MsrA inh
Cc1ccc(-n2c(Cn3ncc4ccccc4c3=O)n[nH]c2=S)cc1 is listed with -6 | -3 | 7 | 0 | 1.0 | i | 2 | 3 | -0.7
CCCc1cc(=O)[nH]c(SCC(=O)C(C)(C)C)n1 is listed with -7 | 0 | -3 | 14 | -0.1 | i | -1 | -2 | 0.0

New compounds follow.
SMILES	FAS-TE inh	Rin1 Abl inh	eLon inh	MLLE-PAM2 inh	Tb MetRS inh	Neddyl block	CSN inh	bovine MsrA act	MsrA inh
CN(C(=O)COC(=O)c1ccc(Cl)c(S(=O)(=O)NCc2ccccc2)c1)C1CCS(=O)(=O)C1 (configuration not stated)	-8	2	0	-3	0.5	i	-4	-1	-1.3
Cn1nnnc1NCc1c(F)cccc1Cl	-9	-5	-5	-2	-0.8	i	3	-2	-0.5
O=C(Cc1cccs1)N1CCN(S(=O)(=O)c2ccccc2)CC1	-13	-4	-2	5	-0.7	i	-5	-7	-0.5
CCOC(=O)c1ccc(Nc2nnc(C(C)(C)C)c(=O)[nH]2)cc1	-108	-4	5	-17	-0.6	i	-2	-1	0.0
CN(c1ccc(C(=O)NCC2CCCO2)cc1)S(=O)(=O)c1ccccc1 (configuration not stated)	-6	-2	-18	2	-1.4	i	0	-6	0.8
Cc1nc(-c2ccccn2)nc(SCC(=O)N2CCOCC2)c1Cl	-2	0	-3	16	0.3	i	1	-2	-0.9
O=C(CN1CCOCC1)Nc1ncc(Cc2cccc(Cl)c2Cl)s1	4	2	-7	-7	-0.7	i	0	-2	0.7
Fc1ccc(C2CC(c3ccco3)=NN2c2ccccc2)cc1 (configuration not stated)	25	6	-9	-1	-0.3	/	2	1	1.0
COc1ccc(NC(=O)Nc2cccc(C(F)(F)F)c2)cn1	6	2	-4	19	-1.4	i	-7	-10	-0.9
COc1ccccc1/C=N/Nc1cc(C)nc2ccc(C)cc12	10	0	-18	0	0.2	+	-2	1	1.4
COc1ccc(S(=O)(=O)N2CCN(S(=O)(=O)c3ccc4c(c3)OCCO4)CC2)cc1C	13	0	-7	-6	0.4	i	0	-1	1.6
Cc1csc(Sc2ccc(C(=O)OCC(=O)Nc3ccc(F)cc3[N+](=O)[O-])cc2[N+](=O)[O-])n1	34	-2	-6	11	-0.3	i	-1	-2	0.1
N#Cc1cccc(Oc2ccc(S(=O)(=O)N3CCCC3)cn2)c1	-4	0	1	10	-0.5	i	-2	-6	-0.2
CC1CCC(NC(=O)CN2C(=O)NC3(CCCCC3C)C2=O)CC1 (configuration not stated)	-4	-1	-15	-4	-0.4	i	5	-6	0.0
CCO[C@H]1OC(C(N)=O)=C[C@@H](C(C)(C)C)[C@@H]1CCCO	-12	1	-3	0	-0.6	i	1	-12	0.6
Nc1cc(=O)[nH]c(SCC(=O)Nc2cc([N+](=O)[O-])ccc2Cl)n1	2	1	-1	2	-0.4	i	-8	-7	-1.1
COc1ccc(S(=O)(=O)N(C)c2ccc(C(=O)NC3CCCC3)cc2)cc1	1	0	-6	1	0.2	i	-1	-2	-1.1
O=[N+]([O-])c1cccc(/C=N/Nc2nc(NCc3ccccc3)nc(N3CCOCC3)n2)c1O	8	-1	-3	1	-0.4	i	-6	-10	0.7
COc1cc(C(=O)Nc2sc3c(c2C(=O)NCc2ccco2)CCCC3)cc(OC)c1OC	28	-1	-10	-5	-0.5	i	-1	-2	0.1
COc1ccc(NS(=O)(=O)c2cccc(C(=O)NCC(c3ccco3)N3CCCCC3)c2)cc1 (configuration not stated)	1	0	-3	6	-0.2	i	2	-3	-0.5
CCOc1ccc(C(=O)NC2CCN(S(C)(=O)=O)CC2)cc1	-6	1	-5	-7	-0.5	i	-2	-4	1.2
O=[N+]([O-])c1ccc(OCC(O)CN(CCO)CCO)cc1 (configuration not stated)	-10	-3	8	14	-0.3	i	3	-6	1.8
Cc1cc(NC(=O)c2ccccc2[N+](=O)[O-])ccc1Br	3	4	-7	-1	-1.5	i	5	-16	1.3
NC(=NCc1ccccc1)C(N=Nc1ccccc1)C(=O)NCc1ccccc1 (configuration not stated)	-5	4	-3	14	-0.1	i	0	-3	3.1
CCNc1oc(COc2cccc(C)c2)nc1C#N	3	0	1	4	0.0	i	0	0	-0.6
O=C1c2ccccc2C(=O)N1c1nccs1	-8	-1	-4	1	-0.3	i	0	-7	0.1
Cn1c(=O)c2c(ncn2CC(=O)OCC(=O)Nc2ccc(F)cc2Cl)n(C)c1=O	-7	3	-9	-6	-0.1	i	-1	-4	-0.1
CC1(C)C2CCC1(CS(=O)(=O)NCc1ccc(S(N)(=O)=O)cc1)C(=O)C2 (configuration not stated)	-5	-2	9	10	0.3	i	3	0	-0.7
Cc1ccccc1N1C(=O)CC(Sc2nnc(-c3ccccc3)o2)C1=O (configuration not stated)	4	-10	11	-33	-0.1	i	-4	-3	0.8
CCOC(=O)N1CCN(C(=O)c2ccc(N(C)S(C)(=O)=O)cc2)CC1	-6	-3	1	1	-0.7	i	-4	-3	0.9

In the list so far, these contain a nitro group on carbon:
SMILES	FAS-TE inh	Rin1 Abl inh	eLon inh	MLLE-PAM2 inh	Tb MetRS inh	Neddyl block	CSN inh	bovine MsrA act	MsrA inh
O=C(Nc1ccc2oc(=O)ccc2c1)c1ccccc1[N+](=O)[O-]	-6	1	-3	3	-0.6	i	-1	-5	-0.5
CCC(CC)=NNc1cccc([N+](=O)[O-])c1	-1	0	-4	13	0.1	i	3	-4	0.0
Cc1csc(Sc2ccc(C(=O)OCC(=O)Nc3ccc(F)cc3[N+](=O)[O-])cc2[N+](=O)[O-])n1	34	-2	-6	11	-0.3	i	-1	-2	0.1
Nc1cc(=O)[nH]c(SCC(=O)Nc2cc([N+](=O)[O-])ccc2Cl)n1	2	1	-1	2	-0.4	i	-8	-7	-1.1
O=[N+]([O-])c1cccc(/C=N/Nc2nc(NCc3ccccc3)nc(N3CCOCC3)n2)c1O	8	-1	-3	1	-0.4	i	-6	-10	0.7
O=[N+]([O-])c1ccc(OCC(O)CN(CCO)CCO)cc1 (configuration not stated)	-10	-3	8	14	-0.3	i	3	-6	1.8
Cc1cc(NC(=O)c2ccccc2[N+](=O)[O-])ccc1Br	3	4	-7	-1	-1.5	i	5	-16	1.3
